CAL PDZ FP-1: untagged CAL PDZ binding inhibitors, primary screen, biochemical, fluorescence polarization, HTS; Golgi-associated PDZ and coiled-coil motif-containing protein (Homo sapiens), Q9HD26; purified CAL PDZ, TMR-peptide fluorescence polarization, 1 h; inhibition, % at 24.9 µM; 300,000 compounds, 0.92% hits; AID 602252, 2012;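 active = mean inhibition of at least 30% with at least half of replicates also reaching 30%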;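 note: 0% = DMSO neutral control and 100% = excess unlabeled competitor peptide PRC23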
Arr AP2 block: inhibitors of beta-arrestin/AP2 binding, primary screen, biochemical, GPCR trafficking, flow cytometry. FITC-arrestin peptide / GST-AP2 beads; AP2 beta2 appendage carries R879A mutation. inhibition, % at 10 µM. AID 504490, 2011. 340,000 compounds, 0.31% hits;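 active = inhibition above a set limit, near 3 SD of compounds lacking own fluorescence, cut at about 54% in these data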;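 note: plate controls were DMSO wells for no effect and 5 µM unlabelled arrestin peptide for full effect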
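System: GST-AP2 R879A glutathione beads. Medium: PBS with 0.05% Tween 20 and 0.1% BSA. Also added: FITC-arrestin peptide, 50 nM. Incubation: 12 min plus 1 h, RT. Measured by: high-throughput flow cytometry of beads, ex 488, em 535 nm. Evaluation: percent drop in bead-associated FITC signal.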
V-ATPase pHluor: regulators of yeast V-ATPase proton pumping, primary screen, pHLuorin cytosolic pH fluorescence. 350,000 compounds, 0.37% hits. response, % at 10 µM. S. cerevisiae. AID 504577, 2011; in the data active = response mostly above about 7.3%, no sharp cut-off; inactive = mostly below about 5.4%; note: actives read high; inactives centre near 0; some compounds called inactive have numbers as strong as hits
NSD2 HMT inh: NSD2 histone methyltransferase inhibitors, primary screen, biochemical, AlphaScreen, single concentration, set 2. Histone-lysine N-methyltransferase NSD2 (Homo sapiens), O96028. NSD2 peptide methylation, 120 min. inhibition, % at 12.5 µM. 310,000 compounds, 0.54% hits; in the data active = inhibition above about 50%
Keap1-Nrf2 PPI: Keap1-Nrf2 protein-protein interaction inhibitors, primary screen, biochemical, fluorescence polarization, single point; Keap1 Kelch-Nrf2 peptide fluorescence polarization, 1536-well; AID 504523, 2011; Kelch-like ECH-associated protein 1 (Homo sapiens), Q14145; inhibition, % at 9.4 µM; 340,000 compounds, 0.15% hits; in the data active = inhibition above about 12%;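 note: human Keap1 Kelch domain with fluorescein labeled Nrf2 9mer peptide probe; 0% = neutral control wells and 100% = peptide positive control; higher means more block of Keap1 binding to Nrf2 peptide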
DAGLB inh: DAGLB lipase inhibitors, primary screen, biochemical, fluorescence, HTS. Diacylglycerol lipase-beta (Homo sapiens), Q8NCG7. HEK293T DAGLB membrane lysate, EnzChek fluorogenic substrate. inhibition, % at 5.17 µM. 340,000 compounds, 0.059% hits. AID 504411, 2011; in the data active = inhibition above about 34%;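 note: 0% = enzyme with vehicle and 100% = wells lacking enzyme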
CAL PDZ FP-2: CAL PDZ peptide-binding inhibitors, primary screen, biochemical, fluorescence polarization, Cer-tagged CAL PDZ, HTS; 330,000 compounds, 0.02% hits; inhibition, % at 20 µM; Golgi-associated PDZ and coiled-coil motif-containing protein (Homo sapiens), Q9HD26; purified CAL PDZ, TMR-peptide fluorescence polarization, 1 h; AID 504414, 2011;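 active = highest replicate inhibition of at least 40%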;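 note: plate controls were DMSO neutral control wells for no effect and unlabeled competitor peptide control wells for full effect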
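Material: tagged CAL PDZ protein CerCALP, purified; buffer or medium: sodium phosphate/NaCl buffer pH 7.4 with TCEP, IgG, Thesit; also added: fluorescent TMR peptide probe; schedule: 1 h incubation at room temperature before polarization reading; technique: fluorescence polarization from S- and P-plane intensities, G-factor corrected; control set: unlabelled peptide and DMSO controls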
DSG3 Ab inh: inhibitors of pemphigus antibody binding to DSG3, primary screen, biochemical, bead-based, flow cytometry, scFv-GFP; Desmoglein-3 (Homo sapiens), P32926; DSG3-coupled beads, scFv-anti-DSG3-GFP binding; hits give low values; binding (percent of control), % at 10 µM; 310,000 compounds, 0.48% hits;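 active = binding more than 3 SD below its plate's average and above zero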;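 note: hits lower antibody fragment binding to DSG3; some compounds called inactive have numbers as strong as hits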
Target sequence (P32926 whole entry, looked up, the tested form may be a part): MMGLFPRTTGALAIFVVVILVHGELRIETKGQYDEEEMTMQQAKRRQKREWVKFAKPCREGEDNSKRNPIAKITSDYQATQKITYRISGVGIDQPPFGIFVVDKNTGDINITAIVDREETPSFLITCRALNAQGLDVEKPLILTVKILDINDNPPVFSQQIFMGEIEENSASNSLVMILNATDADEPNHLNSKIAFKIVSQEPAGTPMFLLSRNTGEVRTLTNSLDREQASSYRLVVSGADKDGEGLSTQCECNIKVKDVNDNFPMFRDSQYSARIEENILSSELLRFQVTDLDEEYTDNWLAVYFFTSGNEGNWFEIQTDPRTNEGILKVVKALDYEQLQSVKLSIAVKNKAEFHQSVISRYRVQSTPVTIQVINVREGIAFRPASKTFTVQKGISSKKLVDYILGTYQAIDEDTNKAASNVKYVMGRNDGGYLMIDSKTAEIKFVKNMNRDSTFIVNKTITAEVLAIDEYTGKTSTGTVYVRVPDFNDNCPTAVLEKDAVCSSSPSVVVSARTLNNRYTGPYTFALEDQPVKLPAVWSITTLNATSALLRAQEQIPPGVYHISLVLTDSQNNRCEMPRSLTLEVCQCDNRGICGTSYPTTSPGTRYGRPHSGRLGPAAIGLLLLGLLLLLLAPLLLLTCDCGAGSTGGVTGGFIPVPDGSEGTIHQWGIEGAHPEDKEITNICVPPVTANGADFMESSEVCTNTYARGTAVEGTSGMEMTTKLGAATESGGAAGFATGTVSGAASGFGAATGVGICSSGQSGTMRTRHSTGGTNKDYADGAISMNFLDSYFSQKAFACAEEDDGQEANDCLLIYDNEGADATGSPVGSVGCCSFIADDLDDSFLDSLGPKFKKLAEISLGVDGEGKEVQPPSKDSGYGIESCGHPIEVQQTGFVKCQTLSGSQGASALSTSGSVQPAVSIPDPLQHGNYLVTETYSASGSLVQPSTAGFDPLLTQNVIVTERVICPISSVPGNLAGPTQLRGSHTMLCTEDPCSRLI
Cardiac RTF inh: cardiac RTF calcium sensitivity inhibitors, primary screen, biochemical, IANBD-TnC fluorescence, EC70 calcium; inhibition, % at 7.15 µM; 340,000 compounds, 0.12% hits; IANBD-labeled cardiac RTF, Ca2+ fluorescence;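 active = inhibition above the mean inhibition of all tested compounds plus 3 SD, cut at about 17% in these data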;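 note: assay run at fixed EC70 calcium of 1.6 mM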
C-LANA FP: inhibitors of KSHV C-LANA binding to DNA, primary screen, biochemical, fluorescence polarization, FAM-LBS DNA, MBP-C-LANA, single point; Kaposi's sarcoma herpesvirus LANA C-terminal domain (residues 932-1162) DNA binding; inhibition, % at 9 µM; 340,000 compounds, 0.078% hits; AID 504423, 2011;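 active = highest replicate inhibition at or above 60% at 9 µM, even if other replicates fall short; inactive = all replicates below 60% inhibition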;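 note: 0% = neutral control wells and 100% = 4 µM acridine orange control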
An asterisk follows results filed as active; x = no result given.

The opening 6 records, to show the layout:
SMILES	CAL PDZ FP-1	Arr AP2 block	V-ATPase pHluor	NSD2 HMT inh	Keap1-Nrf2 PPI	DAGLB inh	CAL PDZ FP-2	DSG3 Ab inh	Cardiac RTF inh	C-LANA FP
Cc1cccc(CN2C(=O)N/C(=C/c3cc(C)n(-c4cc(C)ccn4)c3C)C2=O)c1	-3	1	-2	1	-3	3	0.7	110	-11	0.3
O=C(COC(=O)c1cccc(Br)c1)Nc1cccc2c1C(=O)c1ccccc1C2=O	-2	2	1	x	-1	-3	-3.3	85	-12	0.9
CC12CCC(=O)C=C1CCC1C2CCC2(C)C1CC1C3C(=O)N(Cc4ccccc4)C(=O)C3CC(=O)C12 (stereo not given)	-2	11	2	-2	-7	-7	-1.7	97	-1	-0.7
NS(=O)(=O)c1ccc(CCNC(=O)C2CCN(S(=O)(=O)c3ccc(Br)s3)CC2)cc1	1	37	2	0	0	-2	-3.5	76	-5	0.7
O=C(N/N=C/c1ccsc1)C1CC1	x	1	3	-3	-2	0	-1.2	99	-2	-0.1
Cc1cc(C)c2c(N)c(C(=O)NN)sc2n1	-3	-1	4	13	-3	0	-2.6	85	-10	-1.6

The list itself, from the start:
SMILES	CAL PDZ FP-1	Arr AP2 block	V-ATPase pHluor	NSD2 HMT inh	Keap1-Nrf2 PPI	DAGLB inh	CAL PDZ FP-2	DSG3 Ab inh	Cardiac RTF inh	C-LANA FP
Cc1cccc(CN2C(=O)N/C(=C/c3cc(C)n(-c4cc(C)ccn4)c3C)C2=O)c1	-3	1	-2	1	-3	3	0.7	110	-11	0.3
O=C(COC(=O)c1cccc(Br)c1)Nc1cccc2c1C(=O)c1ccccc1C2=O	-2	2	1	x	-1	-3	-3.3	85	-12	0.9
CC12CCC(=O)C=C1CCC1C2CCC2(C)C1CC1C3C(=O)N(Cc4ccccc4)C(=O)C3CC(=O)C12 (stereo not given)	-2	11	2	-2	-7	-7	-1.7	97	-1	-0.7
NS(=O)(=O)c1ccc(CCNC(=O)C2CCN(S(=O)(=O)c3ccc(Br)s3)CC2)cc1	1	37	2	0	0	-2	-3.5	76	-5	0.7
O=C(N/N=C/c1ccsc1)C1CC1	x	1	3	-3	-2	0	-1.2	99	-2	-0.1
Cc1cc(C)c2c(N)c(C(=O)NN)sc2n1	-3	-1	4	13	-3	0	-2.6	85	-10	-1.6
CCOC(=O)c1[nH]c2ccc(OC)cc2c1NS(=O)(=O)c1ccc(OC)cc1OC	x	-4	-3	x	-2	0	-2.5	97	-36	0.6
O=C(Nc1ccc(F)cc1)C1CCN(S(=O)(=O)c2cccs2)CC1	-4	-5	-2	-7	-6	-2	-2.3	101	-6	-0.8
CC1CCN(Cc2cc(=O)oc3cc(O)c(Cl)cc23)CC1	1	-3	1	4	-4	0	-0.7	105	-8	2.0
COc1cc(C(=O)NCCC2=CCCCC2)cc(OC)c1OC	7	-1	-1	-1	1	-1	0.2	91	-12	0.5
COc1cccc(C(=O)N2CCC(C(=O)NCc3ccc(C)cc3)CC2)c1	x	15	-10	4	-3	-4	-0.1	x	5	0.1
O=C1c2ccccc2-c2onc3c(N4CCN(CCO)CC4)cc(N4CCN(C(=O)c5ccco5)CC4)c1c23	-2	25	-1	29	4	20	-2.8	108	-9	5.0
COc1ccc(S(=O)(=O)c2c(O)c3ccc(C(=O)Nc4ccccc4Cl)cc3[nH]c2=O)cc1	1	-15	-1	-3	4	3	-1.6	x	-2	0.7
Cc1nc2nc(COc3ccccc3)[nH]n2c(=O)c1Cl	5	-7	2	-4	-7	3	x	x	9	1.7
CCn1c(SCC(=O)NCC2CCCO2)nnc1-c1ccccc1 (stereo not given)	-2	7	-1	-3	-5	1	x	97	5	-0.3
Cc1ccc(S(=O)(=O)N/N=C2/CCCCC2C2CCCCC2)cc1[N+](=O)[O-] (stereo not given)	-5	36	0	-1	-4	-3	0.3	119	14	-1.2
O=c1cc(N2CCN(Cc3ccccc3)CC2)[nH]c(=O)n1-c1ccc(Br)cc1	x	3	-2	x	5	2	0.9	93	-5	1.1
O=C(CSc1nc2ccc(Cl)cc2[nH]1)NCc1ccco1	-2	1	-2	-1	-2	1	-2.9	102	-15	1.0
COC(=O)c1ccc(CNC(=O)c2ccc3oc(C(C)C)nc3c2)cc1	-2	15	1	-1	-1	-5	1.4	97	-1	-0.9
COc1ccc(/C=N/N=C2/NC(=O)C(c3ccccc3)S2)c(OC)c1 (stereo not given)	-3	3	-3	-2	-2	9	0.3	x	1	-0.5
CC(=O)Nc1ccc(S(=O)(=O)N2CCN(c3ccc(C)c(Cl)c3)CC2)cc1	x	3	17*	x	10	2	-0.5	105	-7	1.6
COc1cccc2c1OC1(N3CCOCC3)CCCCC1C2C[N+](=O)[O-] (stereo not given)	x	x	0	2	x	-2	x	105	x	x
CCN(C(=S)NCc1ccccc1)c1ccccc1	1	7	0	1	-10	-2	-0.9	103	3	-0.9
Cc1cc(=O)n2[nH]c(NCc3c(F)cccc3Cl)nc2n1	-5	-4	-3	-6	-2	0	0.3	100	-5	1.0
Cc1cccc(NS(=O)(=O)c2c(C)noc2C)c1	1	4	0	1	4	3	-0.2	104	-7	2.3
COc1ccc(O)c(C(=O)c2cc(C#N)c(=O)n(-c3ccc(Cl)cc3)c2)c1	39*	-17	-2	3	-1	-6	-0.4	99	-6	3.3
CC(C)n1nc(C(=O)OCC(=O)NCCc2ccc(S(N)(=O)=O)cc2)c2ccccc2c1=O	5	2	0	-1	-3	0	0.2	102	-7	-0.3
O=c1c2ccccc2ncn1CCCCOc1ccc(Br)cc1	-1	3	3	0	-2	-4	-2.3	100	5	-1.5
CC(C)=CCN1CCN(Cc2ccc3nsnc3c2)CC1CCO (stereo not given)	-3	13	-1	0	-5	2	-1.4	x	-17	-0.8
CCCOC(=O)Nc1ccc(C(N)=O)cc1	2	21	3	-1	0	0	0.0	98	-12	1.5
COCCN(CCOC)S(=O)(=O)c1ccc(C(=O)Nc2nc(-c3ccncc3)cs2)cc1	0	-6	-1	x	6	-1	-3.2	99	7	0.4
O=C1C(NS(=O)(=O)c2ccc(Cl)cc2)=C(N2CCCCC2)C(=O)c2ccccc21	6	5	1	x	-7	30	-1.5	97	-1	-0.6
COc1cc2c(cc1OC)CN(CC(=O)Nc1ccc(Cl)c(S(=O)(=O)N(C)C)c1)CC2	6	41	-8	x	-1	-3	-0.6	120	12	0.4
CCN(CC)C(=O)CSc1nc2ncc(Br)cc2[nH]1	-3	-4	-3	1	-1	1	x	x	-4	2.2
Cn1c(=O)n(Cc2ccc(Cl)cc2)c2ccccc21	0	-2	1	0	-4	0	-1.1	107	5	-0.7
COCCNC(=O)C(c1cccs1)N(CCc1ccccc1)C(=O)Cn1nnc2ccccc21 (stereo not given)	-1	0	3	1	-5	5	-1.9	111	-19	0.6
NC(=O)CN1C(=O)C(O)(CC(=O)/C=C\C=C\c2ccccc2)c2ccccc21 (stereo not given)	-1	8	1	10	-7	0	-1.1	106	2	-0.1
CSc1ccccc1NC(=O)COC(=O)CCC(=O)c1ccc(F)cc1	x	4	-1	-2	1	-3	0.2	100	-6	-2.8
OCC[C@@H]1C[C@H](O)[C@@H](O)[C@@]2(Cc3ccccc3CO2)O1	-3	28	-4	x	-4	-1	-0.9	102	-3	1.1
O=C(N/N=C/c1ccccn1)c1cc(-c2ccc(Br)cc2)nc2ccccc12	1	-3	3	0	0	2	-8.0	105	-13	-1.5
O=c1ccc(-c2ccc(S(=O)(=O)N3CCN(c4ccccc4)CC3)o2)n[nH]1	-3	6	2	0	-2	1	-2.1	x	-9	1.0
CC(C)(C)NS(=O)(=O)c1ccc(NS(=O)(=O)c2ccc(F)cc2)cc1	-4	4	-2	0	-1	3	-0.4	101	-19	-0.7
CC(=O)Nc1ccc(S(=O)(=O)N(C)CC(=O)N/N=C/c2cccs2)cc1	-5	-12	-1	3	-3	2	-2.4	113	-17	1.1
Cc1cccc(N2CCN(C(=O)c3cccc(S(=O)(=O)N4CCc5ccccc5C4)c3)CC2C)c1 (stereo not given)	-2	10	0	-1	-1	1	-1.4	82	1	0.3
CC(=O)c1cnc(-c2ccccc2Cl)s1	-5	13	-1	-2	1	-3	-3.1	99	2	-1.2
Cc1cccc(C)c1NC(=O)CSc1ccc([N+](=O)[O-])cn1	-2	7	0	-4	1	-2	-2.6	101	0	1.0
Cc1cc(=O)[nH]c(SCC(=O)Nc2ccc(Br)cc2)n1	0	-7	-4	-3	0	0	-2.4	93	6	0.8
COC(=O)c1cc2occc2n1Cc1nc(-c2ccccc2Cl)oc1C	-1	-1	-6	x	-4	-16	-0.5	97	-7	-0.2
CCOCCCNC(=S)N1CCC(C(=O)c2ccc(C)cc2)CC1	-3	1	4	-1	4	-2	0.0	108	-2	-0.8
O=C(Nc1nonc1-c1ccc(Cl)cc1)c1ccccc1	x	32	2	-1	7	-2	-0.3	100	-2	-1.0

4 compounds already listed, sorted by the number in NSD2 HMT inh, highest first.
molecule	NSD2 HMT inh
CC(=O)Nc1ccc(S(=O)(=O)N(C)CC(=O)N/N=C/c2cccs2)cc1	3
O=c1ccc(-c2ccc(S(=O)(=O)N3CCN(c4ccccc4)CC3)o2)n[nH]1	0
O=C(Nc1nonc1-c1ccc(Cl)cc1)c1ccccc1	-1
CC(=O)c1cnc(-c2ccccc2Cl)s1	-2

Source: PubChem (several laboratories)

The list is partial, so the mix of outcomes need not match the whole.
